Screens deposited in PubChem BioAssay by several laboratories.
EBV gp42 block – EBV gp42 inhibition. AID 1085. Q1HVG2. 220,000 compounds, 0.42% hits. inhibition, % (tested at 21.74 µM). Fluorescence polarization binding assay, mP read-out; in the data active means inhibition above about 50%
p47phox inh – inhibitors of human p47phox binding | P14598 | AID 1274 | inhibition, % at 24.7 µM | p47phox/p22phox peptide binding, fluorescence polarization, 2 h | 220,000 compounds, 0.53% hits;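 active means inhibition above about 30%, limit read from the data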;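 further: 0% = p47phox with labelled peptide and 100% = labelled peptide alone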
Target sequence (P14598 whole entry, looked up): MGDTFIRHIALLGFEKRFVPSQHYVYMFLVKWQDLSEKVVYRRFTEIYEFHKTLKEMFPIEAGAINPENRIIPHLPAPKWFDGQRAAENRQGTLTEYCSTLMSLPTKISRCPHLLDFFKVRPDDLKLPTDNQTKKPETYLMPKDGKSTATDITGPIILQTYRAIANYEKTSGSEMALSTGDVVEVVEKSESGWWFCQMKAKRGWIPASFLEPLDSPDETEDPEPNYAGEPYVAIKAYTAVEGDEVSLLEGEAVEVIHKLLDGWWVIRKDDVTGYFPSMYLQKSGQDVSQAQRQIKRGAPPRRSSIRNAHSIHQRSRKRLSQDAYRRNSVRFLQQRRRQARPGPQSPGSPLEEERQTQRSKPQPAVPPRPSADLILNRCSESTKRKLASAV
p97 inhibitor – human p97 ATPase inhibition. recombinant p97 ATPase, Kinase-Glo ATP luminescence, 3 h. inhibition, % at 8 µM. 220,000 compounds, 0.42% hits. AID 1481; in the data active means inhibition above about 15%;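 further: 0% = DMSO vehicle and 100% = wells lacking enzyme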
Furin inhibitor – inhibitors of human furin; P09958; purified furin, fluorogenic substrate cleavage; inhibition, % at 30 µM; 220,000 compounds, 0.061% hits; in the data active means inhibition above about 25%; further: inactives centre near -15
Target sequence (P09958 108-714 limits assumed): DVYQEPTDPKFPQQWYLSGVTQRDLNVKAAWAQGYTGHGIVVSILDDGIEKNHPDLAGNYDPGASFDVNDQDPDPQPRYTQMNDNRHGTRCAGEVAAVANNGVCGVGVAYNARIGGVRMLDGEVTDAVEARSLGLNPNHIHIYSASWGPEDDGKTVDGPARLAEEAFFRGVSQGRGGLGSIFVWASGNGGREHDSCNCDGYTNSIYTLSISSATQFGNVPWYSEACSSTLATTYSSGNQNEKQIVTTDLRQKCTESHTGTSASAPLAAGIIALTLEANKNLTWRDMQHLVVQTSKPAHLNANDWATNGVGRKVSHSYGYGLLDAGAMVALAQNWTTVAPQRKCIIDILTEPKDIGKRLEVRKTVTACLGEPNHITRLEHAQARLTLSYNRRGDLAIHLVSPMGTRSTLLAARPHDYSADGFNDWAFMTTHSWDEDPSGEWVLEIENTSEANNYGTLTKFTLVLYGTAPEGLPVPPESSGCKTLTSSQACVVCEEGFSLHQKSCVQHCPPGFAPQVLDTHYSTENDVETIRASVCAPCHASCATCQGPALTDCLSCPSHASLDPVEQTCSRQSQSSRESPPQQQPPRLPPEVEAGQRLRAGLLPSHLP
Calpain2 inh – calpain II (pig) inhibition; purified calpain II, fluorogenic peptide substrate, 30 min; inhibition, % at 16 µM; 220,000 compounds, 0.37% hits; AID 1236;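 active means inhibition above about 50%, limit read from the data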
Runt-SMMHC FRET – Runt domain-CBFb-SMMHC interaction inhibition. 220,000 compounds, 0.74% hits. Q01196+Q13951. AID 1434. inhibition, % at 20 µM. Cerulean-Runt/Venus-CBFb-SMMHC FRET ratio 530/480, 1 h;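 active means mean inhibition across duplicate retests at 20 µM reaching about 50%, limit read from the data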;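 further: 0% = DMSO wells and 100% = wells with excess untagged CBFb-SMMHC; inhibitors lower the FRET ratio by blocking Runt binding to CBFb-SMMHC; some results filed as inactive read as strong as hits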
Runt-CBFb FRET – Runt domain-CBFb interaction inhibition; 220,000 compounds, 0.46% hits; inhibition, % at 20 µM; Q01196+Q13951; Cerulean-Runt/Venus-CBFb FRET ratio 530/480, 1 h;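 active means inhibition over about 50% at 20 µM in the single-dose screen, limit read from the data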;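 further: 0% = DMSO wells and 100% = excess unlabeled CBFb competitor control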
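test system = Cerulean-Runt domain fusion protein, energy donor | probe or stimulus = Venus-CBFb binding partner, 100 nM | incubation = two 1 h room-temperature incubations shielded from light | detection = fluorescence energy transfer, 422 nm excitation, 530/480 nm emission | measure = loss of energy transfer signal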
Tb hexokinase – T. brucei hexokinase 1 inhibition | 220,000 compounds, 0.11% hits | recombinant TbHK1, G6PDH-coupled NADH A340 | inhibition, % at 10 µM;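 active means inhibition of 50% or more in the single-dose primary screen; inactive means inhibition below 50%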
RBBP9 inh – human RBBP9 hydrolase inhibition; 220,000 compounds, 0.2% hits; recombinant RBBP9, FP-Rh probe fluorescence polarization; inhibition, % at 7.94 µM; O75884;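 active means inhibition above the campaign mean of all tested compounds plus 3 SD, cut at about 14% in these data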;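 further: plate controls were DMSO wells with RBBP9 for no effect and wells lacking RBBP9 protein for full effect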
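Material: RBBP9 protein. Amount: RBBP9 at 2.5 µM in dispensed solution, before mixing. Schedule: 30 min then 45 min, 25 °C. Medium: Tris buffer pH 8.0, NaCl, Pluronic. Measured by: fluorescence polarization. Measure: percent inhibition from mP, scaled between DMSO and no-protein wells. Replication: one well per compound.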
Starred values were filed as active, the others as inactive; i = inactive; . = not tested or not shown; [ ] = dose if it differs, or a comment. The order is random (roughly 2.7% active in at least one column).

cpd	Structure	EBV gp42 block	p47phox inh	p97 inhibitor	Furin inhibitor	Calpain2 inh
1	NS(=O)(=O)c1cccc(NC(=O)COC(=O)C2CCN(S(=O)(=O)c3cccs3)CC2)c1	-19	-3	5	-15	4
2	CCc1ccc(C(=O)COC(=O)c2cccc(N3C(=O)c4c(C)nc5ccccc5c4C3=O)c2)cc1	-11	-56	-1	-12	-18
3	CCOc1ccc(N=C2SC(C(=O)Nc3ccccc3C#N)C(N)=C2C(=O)Nc2ccc(Cl)cc2)cc1 (stereo not given)	-8	-7	19*	-23	-90
4	COC(=O)[C@@H]1C[C@@]2(O)[C@H](O)[C@H](O)[C@H](O)C[C@H]2N1C/C=C/c1ccccc1	0	-11	.	-30	-2
5	CCCN(CCC)C(=O)c1ccc2c(=O)n(Cc3ccco3)c(=S)[nH]c2c1	-11	-7	3	-26	25
6	O=C(Nc1nnc(-c2ccc(Cl)cc2)o1)NC1CCCCC1	2	-3	1	-20[20 µM]	7
7	COc1ccc(CN(C(C)=O)c2ccccc2C(=O)O)cc1	-6	-11	3	-16	-19
8	COc1ccccc1N1CCN(S(=O)(=O)c2ccc3c4c(cccc24)C(=O)N3C)CC1	6	-22	0	-16[20 µM]	-106
9	COCC(=O)OCn1nnc2ccccc2c1=O	3	-8	-1	-24	9
10	COc1ccc(-c2[nH]ncc2-c2cnc(C)s2)c(O)c1	-12	-16	0	-29	1
11	Cc1ccc(N2CCN(S(=O)(=O)c3ccc(F)c(C)c3)CC2)c(C)c1	-6	-4	-2	-22[20 µM]	1
12	Cc1cc(C)nc(N(C#N)CC(=O)N2CCC(C(N)=O)CC2)n1	1	4	1	-11[20 µM]	-1
13	Cc1cc(C)nc(N(C#N)CC(=O)N(c2ccccc2)C(C)C)n1	1	-5	1	-12	-10
14	CC(C)(C)C(=O)N(Cc1ccccc1)c1ccccn1	-3	-9	0	-13	-8
15	CN(C)c1ccc(CN2CCCCC2)cc1	-11	-11	2	-5[20 µM]	-38

cpd	Runt-SMMHC FRET	Runt-CBFb FRET	Tb hexokinase	RBBP9 inh
1	2	-2	-2	-4
2	-10	-3	-9	-2
3	-7	1	-3	-21
4	1	0	-10	.
5	9	6	1	-3
6	5	1	20	-2
7	-1	-1	-8	-5
8	-3	-7	-11	-6
9	0	1	0	2
10	-2	-1	1	-5
11	0	-3	2	0
12	-6	-2	1	-1
13	1	-2	22	-6
14	-3	-1	3	-4
15	1	1	8	-3

Additional compounds:
cpd	Structure	EBV gp42 block	p47phox inh	p97 inhibitor	Furin inhibitor	Calpain2 inh
16	Cc1ccc(/C=C/C2=NN(Cc3ccc(Cl)c(Cl)c3)C(=O)CC2)cc1	-4	3	-2	14[20 µM]	2
17	Cc1nc(-c2ccccc2)cc(=O)[nH]1	-5	-1	1	-8	16
18	COc1cccc(C(=O)NCc2ccc3c(c2)cc(C)n3C)c1	0	-6	20*	-5	10
19	CC1CC2(CCCCC2)N2C(=O)C(=O)c3cccc1c32 (stereo not given)	-8	-13	3	-14[20 µM]	34
20	CCOC(=O)c1ccc(NC(=S)N2CCC(O)CC2)cc1	7	-6	-2	-1	-8
21	S=c1[nH]nc(Cc2sc(-c3ccccc3)nc2-c2ccccc2)o1	-1	-12	1	-11[20 µM]	-38
22	O=C1/C(=C/C=C/c2ccccc2)Oc2c1ccc(O)c2CN1CCN(CCO)CC1	-49	-31	2	1	-28
23	N#CCCn1c(SCC(=O)NCc2ccco2)nc2ccccc21	-4	-13	1	-2[20 µM]	-37
24	CCOC(=O)N(NC(=O)C(O)(C(C)C)C(C)C)c1ccccc1	-5	0	-4	-20	27
25	Cn1nc(-c2ccccc2)c(/C=N/O)c1Cl	11	-2	-1	-21	20
26	CC(=O)NC(C1C(=O)CC(C)(C)CC1=O)(C(F)(F)F)C(F)(F)F	-4	1	6	2	19
27	N#CCCn1nc(-c2ccccc2)cc1Nc1ccccc1NC(=O)C(F)(F)F	11	-15	-1	-22	-10
28	Cn1c(=O)c2c(nc(NCCCN3CCOCC3)n2Cc2ccc(Cl)cc2)n(C)c1=O	.	.	1	-40	.
29	CCOC(=O)N1CCN(C(=O)Nc2ccc3nc(C)c(C)nc3c2)CC1	-8	-1	2	-19	i
30	COc1ccc(C(=O)CCC(=O)O)c(C)c1	-15	-7	3	-17[20 µM]	-26

cpd	Runt-SMMHC FRET	Runt-CBFb FRET	Tb hexokinase	RBBP9 inh
16	0	0	-12	-1
17	-3	-2	9	-6
18	-56	-9	9	-13
19	5	-2	3	-7
20	2	1	-6	-3
21	2	1	-7	-9
22	-93	-327	-25	-3
23	-6	2	-2	0
24	-1	-1	-3	-7
25	-5	1	-3	-7
26	-5	2	-22	-6
27	2	1	-6	-9
28	-8	-1	0	-10
29	-23	-6	-21	0
30	2	2	-6	-10

Two compounds picked at random from the list so far, as already listed:
cpd	Structure	EBV gp42 block	p47phox inh	p97 inhibitor	Furin inhibitor	Calpain2 inh
20	CCOC(=O)c1ccc(NC(=S)N2CCC(O)CC2)cc1	7	-6	-2	-1	-8
26	CC(=O)NC(C1C(=O)CC(C)(C)CC1=O)(C(F)(F)F)C(F)(F)F	-4	1	6	2	19

cpd	Runt-SMMHC FRET	Runt-CBFb FRET	Tb hexokinase	RBBP9 inh
20	2	1	-6	-3
26	-5	2	-22	-6

New compounds follow.
cpd	Structure	EBV gp42 block	p47phox inh	p97 inhibitor	Furin inhibitor	Calpain2 inh
31	c1coc(CNc2nc(-c3cccs3)cs2)c1	3	-5	2	-20	-9
32	Cc1ccc(NC(=S)NC(CO)C(O)c2ccc([N+](=O)[O-])cc2)cc1 (stereo not given)	6	-10	3	-17	21
33	O=c1c(Cc2ccc(F)cc2)c(O)ccn1Cc1cccc(Cl)c1	-1	-15	3	-20[20 µM]	27
34	CS(=O)(=O)Nc1ccc(C(=O)Nc2cccc([N+](=O)[O-])c2)cc1	-1	1	-5	-8	31
35	O=C(NCc1ccco1)c1cccc(S(=O)(=O)N2CCOCC2)c1	4	-2	2	-13	23
36	CCN1C(=O)C2C(c3cccc(F)c3)NC(CC)(C(=O)OC)C2C1=O (stereo not given)	-22	-6	-3	-26	-15
37	O=C(CN1CCN(c2ncccn2)CC1)N1CCCc2c1c(=O)oc1ccc(O)cc21	-3	4	6	-22[20 µM]	23
38	COC(=O)c1nn(-c2ccccc2)c(-c2ccccc2)c1C(=O)c1ccccc1	-3	-12	-3	-22[20 µM]	-18
39	COc1ccc(N2CCN(C(CNC(=O)C(=O)NCCc3c[nH]c4ccccc34)c3ccco3)CC2)cc1 (stereo not given)	-21	-11	9	-2	-4
40	Cc1ccc2c(C)c(C(=O)N3CCC(N4CCC(C(=O)NC5CC5)CC4)CC3)oc2c1	-12	-14	-2	-20	-6
41	CC1(C)COC(/C=C/c2ccc([N+](=O)[O-])cc2)=N1	0	-1	-4	-22	5
42	NC(=O)c1ccsc1NC(=O)c1cc(=O)c2ccccc2o1	-27	-2	14	-17	-45
43	Cc1ccc(-c2csc(NC(=O)CCNC(=O)c3ccco3)n2)cc1	-12	-11	-2	-26	38
44	C#CCn1c(S(=O)(=O)Cc2ccc(C)cc2)nc(-c2ccccc2)c1-c1ccccc1	-7	-5	-1	3[20 µM]	-11
45	CCc1nnc(NC(=O)c2ccc(NS(=O)(=O)c3ccccc3)cc2)s1	-17	6	4	-21	-3

cpd	Runt-SMMHC FRET	Runt-CBFb FRET	Tb hexokinase	RBBP9 inh
31	-4	5	3	-1
32	-2	1	1	-1
33	2	1	-4	-5
34	1	0	0	-13
35	-7	0	19	2
36	3	6	7	1
37	2	-2	-14	2
38	-3	-2	-7	0
39	-3	0	32	3
40	0	0	2	4
41	3	-1	-18	-7
42	-92	-6	-4	2
43	4	-2	1	-6
44	-1	0	9	-4
45	0	-2	-15	-5

Other entries follow.
cpd	Structure	EBV gp42 block	p47phox inh	p97 inhibitor	Furin inhibitor	Calpain2 inh
46	CC1Cc2ccccc2N1C(=O)CCN1C(=O)C2C3C=CC(C3)C2C1=O (stereo not given)	-10	-13	-4	-6	-31
47	Cc1ccc(NC(=O)CSc2ncc3ccccn23)cc1	13	-7	1	-13	-37
48	COc1ccc(-n2c(=S)[nH]c3cc(C(=O)NCc4ccco4)ccc3c2=O)c(OC)c1	-18	-2	3	-13[20 µM]	29
49	O=c1[nH]cnc2ccc([N+](=O)[O-])cc12	-9	3	-2	-9	-8
50	Cc1ccc(S(=O)(=O)NCC(=O)OCN2C(=O)c3ccccc3C2=O)cc1	-17	-4	1	-17[20 µM]	-7
51	O=C(COC(=O)c1ccccc1[N+](=O)[O-])c1ccc(C2CCCCC2)cc1	-19	-13	-6	-11	15
52	Cc1ccc(-n2nc3ccc(NC(=O)c4ccco4)cc3n2)cc1	2	-7	-4	-7[20 µM]	-490
53	O=C(CC1SC(=Nc2ccccc2)N(Cc2ccccn2)C1=O)Nc1ccc(Br)cc1 (stereo not given)	-11	-57	1	-13	11
54	O=C(NCc1ccco1)N1c2ccccc2Sc2ccccc21	-12	-7	3	-23[20 µM]	1
55	O=C(O)c1cn(-c2ccccc2)nc1C(=O)O	-27	4	0	-12[20 µM]	-7
56	Clc1ccc(-c2ccc(SCc3ccccn3)nn2)cc1	-3	-5	-7	2[20 µM]	4
57	CC12CCC(C(=O)Nc3ccccc3)(C(Br)C1=O)C2(C)C (stereo not given)	-6	-11	2	-14	-3
58	O=C(COC(=O)/C=C/c1ccc(Br)o1)NCCCN1CCCC1=O	-4	-1	-3	-9	28
59	Fc1ccc(/C=N/NC(=S)Nc2cccnc2)cc1F	-1	.	-1	-9	1
60	CS/C(=C\[N+](=O)[O-])Nc1ccc(OC(F)(F)F)cc1	-1	-1	0	-9	30

cpd	Runt-SMMHC FRET	Runt-CBFb FRET	Tb hexokinase	RBBP9 inh
46	0	2	32	6
47	7	11	-4	-5
48	0	2	-10	-5
49	-1	2	-31	-11
50	3	-1	-5	-2
51	0	0	11	-8
52	-9	1	-10	-6
53	-10	-2	-4	-14
54	0	2	-1	7
55	4	-3	0	-1
56	1	-1	1	-11
57	4	1	-7	-7
58	-1	-2	-16	-6
59	-4	2	-23	-2
60	1	1	-18	-9

Grouped by structure: the compounds so far containing fluorine
cpd	Structure	EBV gp42 block	p47phox inh	p97 inhibitor	Furin inhibitor	Calpain2 inh
11	Cc1ccc(N2CCN(S(=O)(=O)c3ccc(F)c(C)c3)CC2)c(C)c1	-6	-4	-2	-22[20 µM]	1
26	CC(=O)NC(C1C(=O)CC(C)(C)CC1=O)(C(F)(F)F)C(F)(F)F	-4	1	6	2	19
27	N#CCCn1nc(-c2ccccc2)cc1Nc1ccccc1NC(=O)C(F)(F)F	11	-15	-1	-22	-10
33	O=c1c(Cc2ccc(F)cc2)c(O)ccn1Cc1cccc(Cl)c1	-1	-15	3	-20[20 µM]	27
36	CCN1C(=O)C2C(c3cccc(F)c3)NC(CC)(C(=O)OC)C2C1=O (stereo not given)	-22	-6	-3	-26	-15
59	Fc1ccc(/C=N/NC(=S)Nc2cccnc2)cc1F	-1	.	-1	-9	1
60	CS/C(=C\[N+](=O)[O-])Nc1ccc(OC(F)(F)F)cc1	-1	-1	0	-9	30

cpd	Runt-SMMHC FRET	Runt-CBFb FRET	Tb hexokinase	RBBP9 inh
11	0	-3	2	0
26	-5	2	-22	-6
27	2	1	-6	-9
33	2	1	-4	-5
36	3	6	7	1
59	-4	2	-23	-2
60	1	1	-18	-9
